BoNT-F LC inh = BoNT/F light chain protease inhibitors, primary screen, biochemical, flow cytometry, MLPCN library | inhibition, % at 10 µM | actives 0.22% (n = 360,000) | Multiplex microsphere protease cleavage assay | Botulinum neurotoxin type F light chain protease (Clostridium botulinum); in the data active = inhibition above about 35%, passing the limit was not always enough; inconclusive = no clear call, values can overlap the other calls; note: plate controls were buffer without enzyme for full effect and enzyme alone for no effect
GDH-TPI inh = GDH-TPI coupling enzyme inhibitors, primary screen, artefact control for M. tuberculosis FBA inhibitor project, biochemical, absorbance, full deck. AID 588335, 2011. GDH-TPI coupled enzyme counterscreen, NADH absorbance. inhibition, % at 4.8 µM. actives 1.2% (n = 360,000);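 note: 0% = DMSO wells and 100% = wells lacking the enzyme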
Mtb UGM inh = M. tuberculosis UGM enzyme inhibitors, primary screen, biochemical, fluorescence polarization, single point | actives 0.06% (n = 320,000) | purified UGM, fluorescence polarization probe displacement | inhibition, % at 10 µM | AID 504406, 2011; in the data active = inhibition above about 10%, passing the limit was not always enough; inconclusive = no clear call, values can overlap the other calls
Target sequence (P9WIQ1 whole entry, looked up): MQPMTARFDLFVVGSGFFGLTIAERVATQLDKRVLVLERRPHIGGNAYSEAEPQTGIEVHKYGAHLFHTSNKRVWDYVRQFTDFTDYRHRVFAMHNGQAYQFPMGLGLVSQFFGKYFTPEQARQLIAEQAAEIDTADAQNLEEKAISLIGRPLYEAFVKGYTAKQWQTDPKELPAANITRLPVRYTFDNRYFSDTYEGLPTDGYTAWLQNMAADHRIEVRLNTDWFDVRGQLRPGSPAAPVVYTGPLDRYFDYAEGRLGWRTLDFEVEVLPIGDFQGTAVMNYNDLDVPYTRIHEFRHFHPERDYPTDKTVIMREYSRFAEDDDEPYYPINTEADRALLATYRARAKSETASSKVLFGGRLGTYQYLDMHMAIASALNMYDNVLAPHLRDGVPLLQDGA
FBA Mtb inh = Mtb FBA enzyme inhibitors, primary screen, biochemical, fluorescence, strain H37Rv; purified M. tuberculosis FBA, fluorescence read-out; inhibition, % at 1 µM; actives 2.3% (n = 360,000); in the data active = inhibition above about 27%;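 note: 0% = vehicle and 100% = reference inhibitor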
Target sequence (P9WQA3 whole entry, looked up): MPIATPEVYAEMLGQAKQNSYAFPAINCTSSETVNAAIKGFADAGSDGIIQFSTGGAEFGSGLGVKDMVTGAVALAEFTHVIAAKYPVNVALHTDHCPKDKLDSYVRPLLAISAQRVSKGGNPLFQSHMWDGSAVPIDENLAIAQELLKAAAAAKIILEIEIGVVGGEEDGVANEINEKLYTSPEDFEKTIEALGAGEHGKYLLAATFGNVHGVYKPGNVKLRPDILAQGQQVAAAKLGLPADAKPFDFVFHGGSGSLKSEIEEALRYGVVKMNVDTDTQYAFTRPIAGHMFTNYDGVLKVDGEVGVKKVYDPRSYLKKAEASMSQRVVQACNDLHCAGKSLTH
FadD28 FP inh = inhibitors of FadD28 bisubstrate probe binding, primary screen, biochemical, fluorescence polarization, single point; Mycobacterium tuberculosis FadD28 fatty-acid-AMP ligase; inhibition, % at 12.5 µM; actives 0.22% (n = 360,000); in the data active = inhibition above about 8.5%, passing the limit was not always enough; inconclusive = no clear call, values can overlap the other calls
BoNT A protease = BoNT/A light chain protease inhibitors, primary screen, biochemical, flow cytometry, MLPCN library. Botulinum neurotoxin type A light chain protease (Clostridium botulinum A str. ATCC 3502). multiplex microsphere protease substrate cleavage. inhibition, % at 10 µM. actives 0.17% (n = 360,000); in the data active = inhibition above about 30%; inconclusive = no clear call, values can overlap the other calls; note: plate controls were buffer without enzyme for full effect and enzyme alone for no effect
PrPC surface inh = inhibitors of human cell surface prion protein PrPC, primary screen, cell-based, TR-FRET; Major prion protein (Homo sapiens), P04156; TR-FRET read-out; inhibition, % at 13.8 µM; actives 0.43% (n = 370,000); AID 720596, 2013; in the data active = inhibition above about 24%; note: 0% = median of the test wells and 100% = reference compound wells
Mtb BioA inh = M. tuberculosis BioA enzyme inhibitors, primary screen, biochemical, plate reader, single point, HTS. actives 0.096% (n = 360,000). AID 602481, 2012. purified M. tuberculosis BioA enzyme. inhibition, % at 9.99 µM; in the data active = inhibition above about 40%; inconclusive = no clear call, values can overlap the other calls
CCHF vOTU inh = CCHFV vOTU protease inhibitors, primary screen, biochemical, Pep-AMC substrate, fluorescence; Crimean-Congo hemorrhagic fever virus L polyprotein viral ovarian tumor (vOTU) protease …; AID 651958, 2012; inhibition, % at 11.5 µM; actives 0.55% (n = 370,000); note: 0% = vehicle wells with enzyme and 100% = no enzyme wells
Starred values were filed as active, the others as inactive; ? = inconclusive; / = no result given; & = joins results of further samples. Cut-off read from the data, not from the text of the source, unless noted: active = inhibition above about 30%; inactive = the rest.

SMILES	BoNT-F LC inh	GDH-TPI inh	Mtb UGM inh	FBA Mtb inh	FadD28 FP inh	BoNT A protease	PrPC surface inh	Mtb BioA inh	CCHF vOTU inh
N#Cc1cccc(NS(=O)(=O)c2ccc(S(=O)(=O)N3CCOCC3)cc2)c1	-2	6	-1.1	-3	-1.7	0.3	-5	-1.5	1
O=C(Nc1nccs1)c1ccc(-c2ccc(F)cc2)o1	-5	18	-1.5	4	-3.2	0.1	13	/	4
CCC(=O)c1cn(CC(=O)Nc2ccccc2F)c2ccccc12	-24	9	1.3	3	1.4	-1.1	15	-3.0	0
C=CCSc1nnc(Cn2c(=O)sc3ccccc32)n1C	-6	-10	-0.6	2	-2.9	-0.6	4	-1.1	-5
COc1ccc(C(C)(C)C)cc1S(=O)(=O)n1ccnc1C	6	-5	-0.8	1	-1.2	0.1	3	/	6
O=[N+]([O-])c1ccccc1C(O)Cc1ccccn1 (configuration not stated)	1	-6	/	-2	-3.1	0.2	-3	/	-16
O=C(CN1C(=O)NC2(CCCc3ccccc32)C1=O)c1ccccc1F (configuration not stated)	2	0	5.0	1	-0.6	-0.2	-4	-0.5	4
Cn1c(SCC(=O)Nc2nccs2)nnc1-c1ccccn1	-3	4	-5.2	0	-0.5	2.4	-4	-1.1	8
CC(C)(C)NC(=O)/C(=C\C=C\c1ccccc1)NC(=O)c1ccc([N+](=O)[O-])cc1	-2	22	4.1	-1	-3.0	-0.5	-10	/	7
COc1ccc2[nH]c(=O)c(CNc3ccc(C)c(C)c3)cc2c1	-12	7	-1.8	11	-3.0	0.9	-3	0.2	-9
CC(=O)N(CC(=O)Nc1sc(C)c(C)c1C(N)=O)Cc1ccccc1	0	-1	-1.3	-1	-3.9	0.0	-10	/	-13
C[C@@H]1CN([C@@H](C)CO)C(=O)c2cccc(NS(C)(=O)=O)c2O[C@H]1CN(C)Cc1ccc(Oc2ccccc2)cc1	-4	2	-1.2	4	-0.7	0.0	1	1.7&0.4	11
Cn1c(N)c(C(=O)COC(=O)CNC(=O)c2ccc(Cl)cc2Cl)c(=O)n(C)c1=O	-10	-5	/	-1	-1.3	0.0	5	-0.9	-1
COCCn1c(-c2ccccc2)cnc1N	-44	11	0.6	-1	-1.3	-0.6	-1	-1.0	-12
S=C(NCCc1ccccc1)N1Cc2cc(N3CCCCC3)ccc2-n2nncc2C1	70*	/	/	3	-3.8	-20	-3	9.1	12
OCC1(C2=NOC(O)(C(F)(F)F)C2)CCCCC1 (configuration not stated)	-3	3	0.5	6	-3.1	0.0	1	-0.6	-4
CCn1c(SCc2ccc(OC)cc2)nnc1-c1ccncc1	-21	1	0.1	-1	-2.2	-1.8	-1	7.5	-20
CCCCN1CC(=O)N2[C@H]3c4cc(Br)ccc4OC[C@@H]3[C@H](C(=O)OCC)[C@]2(C)C1=O	2	8	0.8	4	-0.9	0.0	-3	-1.9	-1
O=C(CNCC1CCCO1)Nc1ccc(N2CCCCCC2)cc1 (configuration not stated)	-25	0	3.1	4	-0.6	0.8	5	-0.7	7
O=C(NCC1CCCO1)c1ccc([N+](=O)[O-])s1 (configuration not stated)	13	13	1.7	-1	-1.1	2.1	-52	/	15
Fc1cccc2sc(N3CCOCC3)nc12	-5	-4	-3.1	-3	0.4	-1.0	2	-3.5	-6
CCCC(=O)N1CCCC(c2cc(C(=O)NCc3cccnc3)no2)C1 (configuration not stated)	-2	10	/	-4	-1.8	0.3	3	0.6	4
O=C(NC(=S)NCc1cccnc1)c1cccc2ccccc12	-2	5	-0.3	-3	-0.4	-0.6	-11	/	23
Cc1ccc(C(=O)CCNc2ccc(Br)cc2)o1	4	-2	-6.1	-4	1.0	-0.5	10	-0.9	6
CCn1c(SCC(=O)N/N=C/C(C)=C/c2ccco2)nnc1-c1ccccc1	2	22	1.5	-1	0.1	0.9	-1	-0.1	6
Remaining list, next part.
SMILES	BoNT-F LC inh	GDH-TPI inh	Mtb UGM inh	FBA Mtb inh	FadD28 FP inh	BoNT A protease	PrPC surface inh	Mtb BioA inh	CCHF vOTU inh
CSc1nc2ncc3c(n2n1)CC1c2ccccc2CCN1C3=O (configuration not stated)	0	10	0.8	53*	0.2	1.0	-1	-0.1	-19
Cc1n[nH]c(=O)n(N=Cc2c[nH]c3ccccc23)c1=O	0	8	/	-5	-2.0	-0.3	0	-0.4	-4
COc1ccc(-c2csc(NC(=O)CS(=O)(=O)c3ccc(F)cc3)n2)cc1OC	2	-5	-2.0	1	-2.7	1.8	3	/	-3
O=C(CC(c1ccccc1)c1ccco1)Nc1nccs1 (configuration not stated)	-15	8	3.4	1	-2.1	-1.5	-3	/	-11
Clc1ccc2c(c1)C(c1ccccc1Cl)=NCc1nnc(Br)n1-2	-11	0	-3.7	-4	-18	0.1	1	5.7	14
O=C(NC1CCCC1)C(c1cccnc1)N(C(=O)c1csnn1)c1ccccc1Cl (configuration not stated)	1	-2	-0.8	0	-3.2	1.6	3	-1.0	2
O=C1CCN(CCc2ccccc2)CCN1CCSc1ccc(Br)cc1	-7	5	-3.6	-1	-2.9	-0.1	-3	0.9	17
Cc1csc(NC(=O)c2ccc3nc[nH]c3c2)n1	3	3	0.3	-4	-1.0	0.7	-6	0.3	9
Cn1c(CNC(=O)c2cccs2)n[nH]c1=S	-10	-4	0.3	0	-3.4	0.3	7	0.8	-16
O=C1CCCc2c1sc1nc3n(c(=O)c21)CCCCC3	1	23	0.3	-5	-2.9	0.4	-6	1.0	9
O=C(O)c1ccccc1C(=O)NNc1ccc(F)cc1	4	7	-1.0	2	1.0	1.2	11	1.3	9
Cn1cccc1Cc1nnc(SCC(=O)Nc2ccc(F)cc2)n1-c1ccc(F)cc1	-12	13	2.0	1	-0.9	-0.7	-4	10	-4
CCCC(=O)N1CCCC1(C)C(=O)Nc1ccc(C)c(C)c1 (configuration not stated)	2	-1	/	0	-2.7	-0.1	2	-0.7	13
Cc1ccccc1C(C(=O)NC1CCCCC1)N(C(=O)CNC(=O)c1ccco1)c1cccnc1 (configuration not stated)	2	2	-1.2	0	-1.5	0.2	1	/	2
O=C(COc1ccc2ccc(=O)oc2c1)N1CCN(C(=O)C2COc3ccccc3O2)CC1 (configuration not stated)	0	16	0.3	23	-4.5	-0.8	-4	16	-1
CN(C)CCn1c(NC(=O)c2ccc(Cl)cc2)nc2ccccc21	-30	25	2.2	-1	0.4	-3.2	2	-2.6	0
CCCCn1c(SCC(=O)Nc2cc(NC(=O)c3ccco3)ccc2C)nc2ccccc2c1=O	-1	8	-1.0	-1	0.3	-0.3	2	1.4	1
CNC(=S)NNC(=O)c1ccc(=O)n(Cc2ccc(Cl)cc2Cl)c1	-3	-1	1.2	-2	-1.1	-0.5	9	2.5	-8
Cc1cc(OCC(O)CN2C(C)CCCC2C)ccc1C(C)C (configuration not stated)	-4	4	2.2	6	0.3	-0.7	7	0.7	-15
CCCCCc1nnc(NC(=O)Cc2cccs2)s1	6	-4	2.7	-1	0.6	0.4	3	0.0	0
Cc1ccc(C2C(=O)NC(=O)NC2=O)cc1	12	2	0.4	4	-1.6	-1.5	4	-0.1	-16
CC(C)(C)C(=O)N1CCC[C@@]1(CO)C(=O)O	-1	5	-2.1	-3	-4.1	-0.2	-1	-1.9	5
CCOc1ccc(N(C)S(=O)(=O)c2ccc(-c3cc(C)no3)s2)cc1	-3	-9	0.5	0	-8.6	0.8	16	-1.3	12
Cc1ccc(N(Cc2ccccc2)C(=O)c2cccc(S(=O)(=O)N3CCOCC3)c2)cc1	0	-7	0.2	4	-5.5	-1.7	5	/	14
CC(C)NC(=O)COCc1cc(-c2ccc3c(c2)OCO3)on1	3	12	-0.7	2	/	-1.9	4	-1.5	-3

2 compounds drawn at random from the list so far, as already listed:
SMILES	BoNT-F LC inh	GDH-TPI inh	Mtb UGM inh	FBA Mtb inh	FadD28 FP inh	BoNT A protease	PrPC surface inh	Mtb BioA inh	CCHF vOTU inh
Cc1ccccc1C(C(=O)NC1CCCCC1)N(C(=O)CNC(=O)c1ccco1)c1cccnc1 (configuration not stated)	2	2	-1.2	0	-1.5	0.2	1	/	2
O=C(CC(c1ccccc1)c1ccco1)Nc1nccs1 (configuration not stated)	-15	8	3.4	1	-2.1	-1.5	-3	/	-11

Other structures
SMILES	BoNT-F LC inh	GDH-TPI inh	Mtb UGM inh	FBA Mtb inh	FadD28 FP inh	BoNT A protease	PrPC surface inh	Mtb BioA inh	CCHF vOTU inh
O=C(Nc1cccc(NC(=O)c2cccs2)c1)c1ccco1	1	-12	5.6	-3	-6.8	0.2	5	/	9
Cc1cccc(CN(C)C[C@@H]2OCc3cnnn3CCCC(=O)N([C@@H](C)CO)C[C@H]2C)c1	1	-5	/	0	-0.7	-0.1	0	-2.3&-2.9&-0.3	-4
O=C(O)CCn1c(=S)oc2ccccc21	0	0	2.7	-3	-0.3	-0.6	1	3.6	5
CCN1CCN(CCc2nc3cc(NC(=O)COc4ccc(Cl)cc4)ccc3n2C)CC1	?	-9	2.1	1	-3.9	-1.0	-7	0.3	2
Cc1cccc(C)c1NC(=O)CCc1nnc2ccc(N3CCCC3)nn12	3	1	-0.6	0	-2.2	0.9	7	1.2	-7
N#C/C(=C\c1cn(-c2ccccc2)nc1-c1cccnc1)c1nnc2n1CCCCC2	4	39*	1.7	3	-2.0	1.9	-14	4.2	-2
COc1cccc(-c2cnc3c(NC(C)=O)cc(-c4ccc(C(=O)N5CCOCC5)cc4)cn23)c1	-7	15	/	1	-2.5	-0.4	-14	1.7	-6
COc1cc2nc(N3CCN(C(=O)[C@@H]4CCCO4)CC3)nc(N)c2cc1OC	-15	-6	3.2	95*	-1.5	-0.5	0	-0.8	-62
Cc1ccccc1-c1nc(CS(=O)(=O)CC(=O)N(C)C2CCCCC2)c(C)o1	-8	0	1.8	1	-2.6	0.8	1	0.4	7
COc1cc2c(cc1OC)C(CC(=O)O)N(C(=O)CC1CCCC1)CC2 (configuration not stated)	-1	-2	-2.4	-1	-3.4	-0.8	-4	0.8	10
COc1ccc(NC(=O)CSCc2ccc(C#N)cc2)c(OC)c1	-35	-7	-1.3	3	-2.7	-2.1	10	1.7	-13
COC(=O)c1c(C(=O)OC)c(-c2cccc(Cl)c2)n2c1CS(=O)C2 (configuration not stated)	-3	10	-1.9	5	-0.1	-0.6	-4	/	-2
Cc1ccc(C)c(C(=O)CC2(O)C(=O)Nc3ccccc32)c1 (configuration not stated)	-9	-5	-2.9	5	-0.5	0.5	12	0.6	-9
Fc1ccc(C(c2nnnn2Cc2ccco2)N2CCN(C3CCCCC3)CC2)cc1 (configuration not stated)	-12	6	0.7	-1	0.2	-0.8	-4	-5.3	8
O=C(Nc1ccc(OCC(F)(F)C(F)F)c(C(F)(F)F)c1)c1ccc(Cl)cc1	1	11	1.7	-4	-5.7	0.1	12	-2.6	22
COc1ccc(-c2nc3cc(C)ccn3c2NC2CCCCC2)cc1SC1CCCCC1	1&-9	-2	/	27*	-5.7	-6.6&-9.5	4&-5	-1.9	16&0
CCc1ccc(NC(=O)c2ccc3c(c2)CCN3S(C)(=O)=O)cc1	-5	3	/	-4	-3.6	-0.3	1	-1.1	-3
CCCCc1nc2sc3c(c2c(=O)n1NC(=O)c1ccco1)CC(C)(C)OC3	-2	8	-3.4	-1	-0.1	-1.2	-4	/	-2
N#CC(=C(O)CN1CCN(c2ccccc2F)CC1)c1nc(-c2ccccc2)cs1	-2	18	/	2	1.2	0.0	0	/	7

Rows were taken by chance; any-hit rate near 4.8%.
